# TDP1 inh: inhibitors of human tyrosyl-DNA phosphodiesterase TDP1; Q9NUW8; recombinant TDP1, AlphaScreen DNA substrate cleavage; Potency, µM (series often up to 130 µM), for the others: at the highest dose activity change, negative = inhibition, most hits filed as inhibitors; 350,000 compounds, 0.28% hits; AID 485290; note: nearly all actives have a fitted effect of over 40% in size
# Target sequence (Q9NUW8 whole entry, looked up): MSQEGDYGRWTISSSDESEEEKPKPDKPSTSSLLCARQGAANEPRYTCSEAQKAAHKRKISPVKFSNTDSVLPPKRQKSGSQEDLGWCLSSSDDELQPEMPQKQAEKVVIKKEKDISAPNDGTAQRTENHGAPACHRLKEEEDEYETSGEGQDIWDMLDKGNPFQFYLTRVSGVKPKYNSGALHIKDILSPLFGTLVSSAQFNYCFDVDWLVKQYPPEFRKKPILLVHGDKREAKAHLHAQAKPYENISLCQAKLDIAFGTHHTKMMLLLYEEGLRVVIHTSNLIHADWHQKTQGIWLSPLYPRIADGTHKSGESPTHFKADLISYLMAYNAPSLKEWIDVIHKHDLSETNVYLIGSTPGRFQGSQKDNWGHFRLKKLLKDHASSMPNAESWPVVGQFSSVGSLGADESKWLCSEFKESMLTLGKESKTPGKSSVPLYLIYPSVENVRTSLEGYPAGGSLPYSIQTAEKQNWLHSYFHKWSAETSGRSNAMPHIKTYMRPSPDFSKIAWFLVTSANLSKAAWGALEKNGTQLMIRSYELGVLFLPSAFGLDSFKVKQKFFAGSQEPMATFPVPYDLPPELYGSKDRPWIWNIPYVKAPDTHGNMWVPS
#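 AlphaScreen read-out: signal falls as enzyme removes the 3' tyrosine-FITC from a 5'-biotinylated DNA oligo (15 nM, 5 min, RT). Enzyme was E. coli-made recombinant Tdp1 at 1 nM, exposed to compound for 15 min beforehand; beads 10 ug/ml, 10 min.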
# FEN1 inh: blocks human flap endonuclease 1; AID 588795; Recombinant FEN1 flap cleavage, fluorescence, 15 min; Potency, µM (top dose mostly 114 µM), for the others: at the highest dose activity change, negative = inhibition, usual class: inhibitors; P39748; 390,000 compounds, 0.35% hits; note: nearly all actives have a fitted effect of over 65% in size
# Target sequence (P39748 whole entry, looked up): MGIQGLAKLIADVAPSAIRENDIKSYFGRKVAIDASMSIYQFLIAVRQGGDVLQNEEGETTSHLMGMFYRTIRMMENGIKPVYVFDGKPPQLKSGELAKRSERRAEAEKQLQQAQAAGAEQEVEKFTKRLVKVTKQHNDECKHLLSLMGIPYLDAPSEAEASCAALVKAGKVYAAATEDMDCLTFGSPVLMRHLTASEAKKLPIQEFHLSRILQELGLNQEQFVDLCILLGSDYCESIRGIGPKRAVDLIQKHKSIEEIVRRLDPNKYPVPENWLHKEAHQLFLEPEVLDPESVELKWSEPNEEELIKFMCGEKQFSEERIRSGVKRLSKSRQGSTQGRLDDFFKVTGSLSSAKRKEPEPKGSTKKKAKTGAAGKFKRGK
#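 Steps: FEN1 (10 nM) dispensed; compound added by pin tool; 15 min at room temperature; substrate added to 50 nM final; reads at 0 min and 15 min; data normalized and fitted (four-parameter Hill).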
# N370S GC: N370S glucocerebrosidase modulation, Gaucher chaperone candidate; P04062; N370S GC spleen homogenate, 4MU-glucoside fluorescence; Potency, µM (series often up to 59.4 µM), for the others: at the highest dose activity change, negative = inhibition, usual class: inhibitors; 330,000 compounds, 0.092% hits;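 note: 0% = full enzyme activity and -100% = no enzyme basal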
# * = called active by the depositor; ? = inconclusive; / = no result given; [ ] = dose if it differs, or a comment. Calls come from the whole dose curve; as a rule, active = well fitted curve in the direction sought with a large enough effect; inconclusive = small, poorly fitted or top-dose-only effect, or another doubt; inactive = no such curve, though single readings can be large; an effect the other way counts as inactive or inconclusive. Unless noted, % is set by controls: 0 for no effect and ±100 for the full control effect; potency is the fitted concentration of half-maximal effect.
SMILES	TDP1 inh	FEN1 inh	N370S GC
c1ccc(-c2ccc(OCCCNC3CCCC3)cc2)cc1	-5%	-1%	9%
CN1C(=O)C2CCCCN2c2ccc(C(=O)NCc3ccccc3Br)cc21 (stereo not given)	7%	-15%	/
CN(C(=O)CCN1C(=O)/C(=C/c2ccccc2F)SC1=S)C1CCS(=O)(=O)C1 (stereo not given)	1%	-11%	-3%
Cc1nc(-c2ccncc2)nc(NCCNc2ncccc2C(F)(F)F)c1Cl	/	-5%	-25%
COc1ccc(CN(C)Cc2cc(=O)oc3cc(C)c(C(C)C)cc23)cc1OC	6%	-2%	4%
C/[N+]([O-])=C\c1coc2ccccc2c1=O	4%	-6%	-5%
COc1cccc(OCCn2cc(C(C)=O)c3ccccc32)c1	/	-8%	7%
CC(=O)Nc1cc(NC(C)=O)cc(C(=O)OCC(=O)c2ccc3c(c2)OCO3)c1	/	1%	-22%
Cc1ccc2nsnc2c1N	0%	6%	0%
CC(Oc1ccc(Cl)cc1Cl)C(=O)NCCCn1ccnc1 (stereo not given)	3%	3%	2%
NNC(=O)COc1ccc(-c2nccc(-c3ccc(F)cc3)n2)cc1	/	7%	-10%
O=C1CCC(=O)N1CNc1ccccn1	4%	11%	-7%
Cc1ccc(CCNC(=O)c2ccc(CS(=O)(=O)c3ccc(Br)cc3)o2)cc1	0%	-17%	/
Cc1cc(N2CCCC2)ccc1/C=C1\NC(=S)N(C)C1=O	3%	?	-13%
N=c1c2c(-c3ccccc3)c(-c3ccccc3)n(Cc3ccco3)c2ncn1CCCN1CCOCC1	5%	5%	-24%
Cc1c(NC(=O)c2cnn3c2NC(c2ccco2)CC3C(F)(F)F)c(=O)n(-c2ccccc2)n1C (stereo not given)	2%	-6%	-3%
O=[n+]1c2c(n([O-])c3c1CCCC3)CCCC2	5%	0%	4%
O=c1[nH]c(C2CCCN(S(=O)(=O)c3ccc(F)cc3)C2)nc2c1nnn2Cc1ccc(F)cc1 (stereo not given)	/	0%	-2%
CN1CCN(S(=O)(=O)c2ccc(Oc3ccc(F)cc3Br)nc2)CC1	-3%	-6%	-7%
Cc1ccc(C)c(N2CCN(C(=O)C3CCCN(S(=O)(=O)c4cccc5nsnc45)C3)CC2)c1 (stereo not given)	0%	-11%	/
O=C(Oc1ccc(-c2cnc3ccccc3n2)cc1)c1ccco1	2%	-1%	20%
Cc1cc(C)nc(N/N=C/c2cc(C)n(CC(F)(F)F)c2C)n1	5%	-3%	-3%
CC(C)C(=O)c1ccc(O)c(O)c1	3%	-7%	-1%
O=C(Cn1cc(C(=O)C(F)(F)F)c2ccccc21)N1CCOCC1	-4%	-5%	0%
CC(=O)c1ccc(N=Nc2ccc(C)cc2)cc1	8%	13%	5%

# (listing goes on)
SMILES	TDP1 inh	FEN1 inh	N370S GC
CC1(C)CCC(=O)C=C1Nc1ccc(F)c(Cl)c1	/	-3%	-7%
O=[N+]([O-])c1ccc(Cl)c(/C=N/N2CCN(c3ccccc3)CC2)c1	10%	11%	20%
CC(=O)c1cccc(Nc2cc(C)nc3c(C)cc(C)cc23)c1	3%	?	-20%
COc1cc(NC(=O)c2cc(C3CC3)nc3c2c(C)nn3-c2ccc(C)cc2)cc(OC)c1	-11%	-17%	/
COc1ccc(CCNC(=O)c2cnc3ccc(C)cn3c2=O)cc1OC	0%	-2%	/
O=c1cc(-c2ccccc2)[nH]n2cnnc12	/	4%	1%
CCCCc1cc(=O)oc2cc(OCC(=O)N(CC)CC)ccc12	-3%	-11%	12%
O=C(NC(=S)Nc1ccccc1[N+](=O)[O-])c1ccccc1	/	-4%	21%
CC(=O)c1c(C)oc2ccc(OCc3ccccc3)cc12	/	-23%	-11%
O=C(/C=C/c1ccco1)Nc1nc(-c2ccccn2)cs1	8%	18µM*	-9%
O=C(Cc1ccc(F)cc1)N1CCOCC1	/	2%	-1%
COCCNc1oc(-c2ccccc2)nc1S(=O)(=O)c1ccc(Br)cc1	-1%	-22%	/
Fc1ccccc1COc1ccccc1/C=N/Nc1nc(N2CCCC2)nc(N2CCCC2)n1	5%	9%	9%
Cc1ccc(C(=O)NC2CCCC2)cc1S(=O)(=O)N1CCCCC1	4%[56.1 µM]	-4%	-14%
CC(C)(C)c1ccc(OCCN2CCCC2)cc1	-2%	-15%	0%
Cc1ccc(S(=O)(=O)N2CCN(c3nc(C)nc4sc(C)c(C)c34)CC2)cc1	0%	/	5%
CC1=C(C(N)=O)C(c2ccccc2Br)n2ncnc2N1 (stereo not given)	-4%	0%	/
O=C(CNC(=O)c1ccc(Br)o1)Nc1ccc(N2CCCCCC2)cc1	3%	1%	-7%
COc1cccc(/C=C/C(=O)Nc2ccc3nc4n(c(=O)c3c2)CCCC4)c1OC	3%	11%	12%
CN(C)CCCN(C(=O)c1ccc(S(=O)(=O)N2CCc3ccccc3C2)cc1)c1nc2c(F)cccc2s1	5%	-4%	-19%
CCc1ccccc1NC(=O)Nc1ccsc1C(=O)OC	2%[56.1 µM]	-16%	-7%
CC(C)N1C(=O)S/C(=C\c2ccc(-c3ccc(Cl)c(C(=O)O)c3)o2)C1=O	25µM*	?	3%
CCOP(=O)(CN(CC)C(=O)c1ccccc1Br)OCC	2%	5%	0%
CCOc1ccccc1CNC(=O)CCNS(=O)(=O)c1ccc2[nH]c(=O)oc2c1	0%	-2%	-10%
CCc1c(C)nc(SCC(=O)N2CC(C)OC(C)C2)[nH]c1=O (stereo not given)	0%[0.505 µM]	0%	0%

# Next section
SMILES	TDP1 inh	FEN1 inh	N370S GC
O=C(O)c1cccc(Oc2ncnc3sc4c(c23)CCCC4)c1	0%	16%	11%
O=C(CSc1nc2ccccc2o1)c1ccccc1	5%[56.1 µM]	-15%	7%
CCN(CC)c1ncnc2ccc(Br)cc12	-2%	5%	-18%
CC(=O)Oc1ccc(C2C3=C(CC(C)(C)CC3=O)Nc3cc4c(cc32)OCCO4)cc1 (stereo not given)	6%	14%	17%
C#CCCOC(=O)N1C2=NC(C(=O)OC)=C(C(=O)OC)[C@@H]3N(CC=C)c4ccccc4[C@]23C[C@H]1C(=O)OC	16%[12.3 µM]	3%	2%[12.8 µM]
O=c1c(-c2ccccc2)c(O)c2c(n1-c1ccccc1)CCCC2	-5%	-8%	-16%
COc1ccc(C(CNc2ncnc3sccc23)N(C)C)cc1OC (stereo not given)	/	-3%	0%
CCOc1cc(/C=C2\N=C(C)OC2=O)cc(Br)c1OCCc1ccccc1	5%	0%	21%
COc1cc(/C=C/C(=O)OCC(=O)Nc2cc(S(=O)(=O)N3CCCC3)ccc2Cl)cc(OC)c1OC	1%	-3%	/
CCNC(=O)NC(=O)COC(=O)CCc1nc(=O)c2ccccc2n1C	2%	-11%	7%
CCOC(=O)c1cc(-c2ccccc2)n(CCCC(=O)Nc2ccc(C(C)C)cc2)c1C	6%	-18%	/
CCN(CC)S(=O)(=O)c1cc(NS(=O)(=O)c2ccc(Cl)c(C(=O)O)c2)ccc1C	1%	12%	9%
CCCOc1ccc(-c2nc3ccc(Br)cc3c(=O)o2)cc1	4%[2.28 µM]	-12%	/
Cc1cccc(NC(=O)Cn2nc(-c3ccccc3)c3cnc4ccccc4c32)c1	2%	-8%	/
O=C(Nc1ccon1)c1ccc(OC2CCCC2)cc1	-8%	5%	-5%
Cc1ccc2c(c1)c1c(c(=O)n(-c3ccccc3)c(=O)n1CC(=O)c1ccc(Cl)cc1)n2C	8%	14%	/
COc1ccc(N(CC(=O)N/N=C/c2cccc3c2OCCO3)S(=O)(=O)c2ccc(NC(C)=O)cc2)cc1	7%	13%	?
CC(OC(=O)Cc1ccccc1F)C(=O)Nc1ccc(Cl)cn1 (stereo not given)	/	-3%	1%
CCCN(CCC)CCNC(=O)CS(=O)Cc1nc(-c2ccc(OC)c(OC)c2)oc1C (stereo not given)	5%	-5%	/
CCOC(=O)CNC(=O)CC(c1cc(OC)c(OC)c(OC)c1)N1Cc2ccccc2C1=O (stereo not given)	3%	17%	/
Cc1nnc2ccc(-c3ccc(NS(=O)(=O)c4ccccc4)cc3)nn12	0%	-3%	-2%
O=c1cc(-c2ccccc2)c2ccc(O)c(CN3CCCCC3)c2o1	2%	11%	-1%
COc1ccc(CCNC(=O)COC(=O)COc2ccc(Cl)cc2)cc1OC	2%	-1%	-2%
Cc1ccc(OCCNC(=O)c2cc(C(=O)NCCOc3ccc(C)cc3)cc([N+](=O)[O-])c2)cc1	8%	-7%	6%
CCCCCOc1ccc(C(=O)CCC(=O)N2CCCC2)cc1	-4%	-1%	28%

# Some of these compounds in order of the N370S GC value, falling:
Compound | TDP1 inh | N370S GC
CC(=O)Oc1ccc(C2C3=C(CC(C)(C)CC3=O)Nc3cc4c(cc32)OCCO4)cc1 (stereo not given) | 6% | 17%
O=C(O)c1cccc(Oc2ncnc3sc4c(c23)CCCC4)c1 | 0% | 11%
CCN(CC)S(=O)(=O)c1cc(NS(=O)(=O)c2ccc(Cl)c(C(=O)O)c2)ccc1C | 1% | 9%
O=C(CSc1nc2ccccc2o1)c1ccccc1 | 5%[56.1 µM] | 7%
CC(OC(=O)Cc1ccccc1F)C(=O)Nc1ccc(Cl)cn1 (stereo not given) | / | 1%
COc1ccc(C(CNc2ncnc3sccc23)N(C)C)cc1OC (stereo not given) | / | 0%
Cc1nnc2ccc(-c3ccc(NS(=O)(=O)c4ccccc4)cc3)nn12 | 0% | -2%

# Looked up above:
# Under FEN1 inh, C#CCCOC(=O)N1C2=NC(C(=O)OC)=C(C(=O)OC)[C@@H]3N(CC=C)c4ccccc4[C@]23C[C@H]1C(=O)OC shows 3%
# Under N370S GC, O=c1cc(-c2ccccc2)c2ccc(O)c(CN3CCCCC3)c2o1 shows -1%

# (continued)
SMILES	TDP1 inh	FEN1 inh	N370S GC
O=C(O)c1ccc(-c2nnc(-c3ccccc3)o2)cc1	/	-4%	-7%
CCOc1ccc(NC(=S)N(CCc2c(C)[nH]c3ccc(C)cc23)Cc2ccncc2)cc1	9%	-3%	14µM*
O=C(Nc1ccc(Br)cc1)c1ccc(N2C(=O)C3CCCCC3C2=O)cc1 (stereo not given)	2%[56.1 µM]	-1%	-13%
Cc1cc(Nc2cccc(F)c2)n2c(n1)nc1ccccc12	2%	-3%	15%
O=C(CNC(=S)N(Cc1ccccc1)Cc1cccnc1)NC1CCCCC1	4%	-2%	?
OCCNc1nc(SCc2ccccc2)nc2sc3c(c12)CCC3	6%	-1%	14%
Cc1nn2c(=O)cc(COC(=O)Cc3ccccc3)nc2s1	7%	2%	/
CCCc1nc(SCC(=O)c2ccccc2)c2c(=O)n(C)c(=O)n(C)c2n1	2%	4%	1%
O=Cc1cn(CC(=O)N2CCc3ccccc32)c2ccccc12	7%	7%	-3%
CN(C(=O)/C=C/c1ccc([N+](=O)[O-])s1)c1ccccc1	10%	-5%	-19%
O=C(c1c[nH]c2ccccc12)N1CCN(Cc2ccccc2)CC1	9%	18%	-7%
Cc1ccc(NS(=O)(=O)c2ccc(CCC(=O)NCc3ccccn3)cc2)cc1	4%	-4%	2%
CNC(=S)N1CCN(C(c2ccccc2)c2ccccc2)CC1	0%	-6%	-4%
CCS(=O)(=O)N1CCC2(CC1)OC(=O)C(C)=C2C(=O)NCc1ccc(OC)c(OC)c1	5%	21%	/
CCN(CC)CC(O)Cn1c(C)c(-c2ccccc2)c2cc([N+](=O)[O-])ccc21 (stereo not given)	/	-29%	?
O=C(COc1ncnc2ccccc12)Nc1cccc(S(=O)(=O)N2CCOCC2)c1	-3%	7%	-5%
O=C(CC1C(=O)NCCN1C(=O)c1ccc([N+](=O)[O-])cc1)Nc1cccc(Cl)c1 (stereo not given)	5%	6%	3%
COC(=O)CCC(=O)N1CCCC(CNS(=O)(=O)c2ccc(OC)cc2)C1 (stereo not given)	4%	-1%	-2%
O=C(NNC(=O)C1CC1)c1cc(Cl)nc2ccccc12	0%	1%	-5%
CCCCSc1nnc(-c2ccccc2N)c(=O)[nH]1	1%	-2%	10%
O=C(CN1c2cccc3cccc(c23)S1(=O)=O)Nc1c(F)c(F)c(F)c(F)c1F	0%	10%	/
O=C(N[C@@H](Cc1ccc(O)cc1)C(=O)O)c1ccc(C(F)(F)F)cc1	4%	18%	-2%
CCCCn1c(N)c(N(CCOC)C(=O)COc2c(C)cccc2C)c(=O)[nH]c1=O	/	3%	-2%
Cc1ccc(C)c(C(C)NC(=O)C2C3CCC(O3)C2C(=O)O)c1 (stereo not given)	-2%	/	5%
COc1ccc(CN2CCNC(=O)C2CC(=O)NCc2cccc(C)n2)c(OC)c1 (stereo not given)	/	0%	19%

# Other records follow.
SMILES	TDP1 inh	FEN1 inh	N370S GC
Cc1cc(C)nc(CCNC(=O)C2CCC(=O)N(Cc3ccccc3F)C2)n1 (stereo not given)	1%	-3%	-3%
O=C(NC1CCCN(CCc2ccccc2)C1)c1c(F)cccc1F (stereo not given)	/	-5%	-1%
Clc1ccccc1Cn1nnc2c(NCC3CC3)ncnc21	6%	1%	-19%
CC(C)(C)Oc1ncc(Br)c(OC(C)(C)C)n1	4%	1%	6%
CC1CN(Cc2c(O)ccc3c2oc(=O)c2ccccc23)CC(C)O1 (stereo not given)	-14%	?	-1%

# Screening results as filed in PubChem.
